Mtb RmlCD inh: M. tuberculosis RmlC/RmlD coupled enzyme inhibitors, primary screen, biochemical, compound mixtures, 384-well, from 1536-well plates; dTDP-4-dehydrorhamnose reductase (Mycobacterium tuberculosis (strain ATCC 25618 / H37Rv)) …; RmlC+RmlD coupled enzyme assay, percent inhibition; primary screen in compound mixtures; inhibition, % at 3.6 µM; actives 0.03% (n = 160,000); AID 1533, 2009; in the data active = inhibition mostly above about 34%, no sharp cut-off; inconclusive = no clear call, values can overlap the other calls; inactive = mostly below about 22%; note: some results filed as inactive read as strong as hits
Target sequence (P9WH09 whole entry, looked up): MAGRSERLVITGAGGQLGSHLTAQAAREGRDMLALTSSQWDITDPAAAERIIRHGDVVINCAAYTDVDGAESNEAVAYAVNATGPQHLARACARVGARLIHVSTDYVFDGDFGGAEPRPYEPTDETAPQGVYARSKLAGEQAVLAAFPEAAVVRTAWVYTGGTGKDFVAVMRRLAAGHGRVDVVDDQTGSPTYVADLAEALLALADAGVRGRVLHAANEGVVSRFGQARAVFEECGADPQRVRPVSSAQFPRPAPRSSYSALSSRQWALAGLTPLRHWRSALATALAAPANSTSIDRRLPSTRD
Target sequence (P9WH11 whole entry, looked up): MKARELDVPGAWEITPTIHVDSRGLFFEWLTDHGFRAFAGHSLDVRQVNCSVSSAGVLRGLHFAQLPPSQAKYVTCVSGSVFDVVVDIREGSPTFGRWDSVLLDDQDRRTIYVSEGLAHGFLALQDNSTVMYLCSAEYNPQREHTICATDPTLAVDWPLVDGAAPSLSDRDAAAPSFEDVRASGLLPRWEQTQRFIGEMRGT
M. tuberculosis GlmU: inhibition of mycobacterial GlmU enzyme – biochemical, glucosamine-1-phosphate acetyltransferase (AID 1376). M. tuberculosis GlmU acetyltransferase enzyme assay; higher % means a stronger effect. one-dose inhibition, %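 (tested at 30 µM in the primary screen)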; IC50 in µM for titrated hits. Bifunctional protein GlmU (Mycobacterium tuberculosis (strain ATCC 25618 / H37Rv)). actives 0.25% (n = 220,000); in the data active = inhibition above about 13%; inconclusive = no clear call, values can overlap the other calls;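 note: 0% = complete reaction with vehicle and 100% = reaction without substrate; strong numbers were not always called active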
Active calls of the source: *; u = inconclusive; x = no result given. These rows are one share of the data. The share of hits here may be higher or lower than overall.

SMILES | Mtb RmlCD inh | M. tuberculosis GlmU
CC(C)C[C@H](NC(=O)N1CCCCCC1)C(=O)O | x | 2.5%
COc1ccc(NC(=O)C2C3C=CC(C3)C2C(=O)O)cc1 (stereo not given) | -12.4 | -4.7%
COCCOC(=O)C1=C(C)OC(N)=C(C#N)C1c1ccc2c(c1)OCO2 (stereo not given) | 1.5 | -1.9%
NNC(=O)c1ccc(Oc2cc(Cl)cc(Cl)c2)o1 | 0.1 | -1.9%
O=C1N/C(=C/c2ccsc2)C(=O)N1c1ccccc1 | 1.2 | -0.7%
Cc1nn2c(N3CCN(C)CC3)c3c(nc2c1-c1ccccc1)CCCC3 | -9.2 | -5.7%
Cc1ccc2c(c1)C(O)(c1c(C)[nH]c3ccccc13)C(=O)N2 (stereo not given) | -11.2 | 1.5%
O=C1N(CN2CCOCC2)c2ccccc2C1(O)c1c[nH]c2ccccc12 (stereo not given) | -3.4 | 5.2%
Cc1ccccc1Cn1nnc(-c2ccc3c(c2)OCO3)n1 | x | -3.9%
CCC[C@@H]1C[C@@]1(CCC)[C@@H](NP(=O)(c1ccccc1)c1ccccc1)c1ccc(C(=O)OC)cc1 | x | -3.5%
NC(=O)Cc1ccc(Nc2nnc(-c3ccc(O)cc3)c3ccccc23)cc1 | -10.2 | 1.6%
Cc1ccc(-n2ncc3c(NNC(=O)Cc4ccccc4)ncnc32)cc1 | 12.7 | -2.6%
Cc1ccc(CN2CCN(Cc3cccc(-n4cccn4)c3)CC2CCO)cc1 (stereo not given) | x | -2.4%
O=C(COC(=O)CNC(=O)c1ccc(Cl)cc1)Nc1ccc(Cl)cc1C(F)(F)F | 11.0 | 6.0%
Cc1ccccc1NC(=S)N(Cc1cccs1)C1CCCCC1 | 2.0 | 4.8%
O=c1c(C(c2ccc(Cl)cc2)c2c(O)nc3n(c2=O)CCS3)c(O)nc2n1CCS2 | u | 9.9%
COc1cc(OC)cc(-c2nnc(SCc3cccc(C(=O)O)c3)o2)c1 | 5.2 | 4.0%
CCC(C)NC(=O)Cn1nc(C(F)(F)F)c2c1CCCC2 (stereo not given) | x | 1.5%
CC(C)N(C(=S)NC1CCCCC1)c1ccccc1 | -15.3 | 7.8%
Fc1ccccc1Nc1nc(NCc2ccco2)nc(N2CCOCC2)n1 | 11.5 | -0.9%
COCCCNCCOc1ccccc1-c1ccccc1 | -6.8 | -2.9%
O=C(c1ccc(Cn2c(=S)[nH]c3cc4c(cc3c2=O)OCO4)cc1)N1CCN(c2ccccc2)CC1 | 3.3 | -3.4%
CC1CCCCN1C(=O)C(Cc1ccccc1)N1C(=O)C2CCCCC2C1=O (stereo not given) | -8.5 | 0.4%
COc1cc2ccccc2cc1C(=O)N1CCN(C)CC1 | 7.9 | 1.1%
O=C(NCCc1c[nH]c2ccccc12)C(=O)NCC1OCCCN1S(=O)(=O)c1cc(F)ccc1F (stereo not given) | -7.4 | -1.4%
Cc1ccc2c(c1)COc1c3ccc(C(=O)N4CCOCC4)cc3nn1-2 | x | 1.9%
CCCN(CCC)c1ccc(C(O)c2nnc(-c3ccccc3)o2)cc1 (stereo not given) | -9.0 | 0.4%
Cc1ccccc1NC(=O)CSc1nc2ccccc2c2nc(CCn3cncc3C)nn12 | 5.0 | 2.2%
Oc1[nH]c2ccc(Br)cc2c1N=Nc1nn[nH]n1 | 0.7 | -5.4%
Cc1ccc2cc(C#N)c(NCc3ccccc3)nc2c1 | 14.8 | 0.9%

A draw from above in order of length of the SMILES, highest first.
SMILES | Mtb RmlCD inh | M. tuberculosis GlmU
CCC[C@@H]1C[C@@]1(CCC)[C@@H](NP(=O)(c1ccccc1)c1ccccc1)c1ccc(C(=O)OC)cc1 | x | -3.5%
COc1cc(OC)cc(-c2nnc(SCc3cccc(C(=O)O)c3)o2)c1 | 5.2 | 4.0%
CCC(C)NC(=O)Cn1nc(C(F)(F)F)c2c1CCCC2 (stereo not given) | x | 1.5%

Rewritten with values under each structure: entries from further up
Below each SMILES: Mtb RmlCD inh | M. tuberculosis GlmU
O=c1c(C(c2ccc(Cl)cc2)c2c(O)nc3n(c2=O)CCS3)c(O)nc2n1CCS2
    u | 9.9%
COc1cc(OC)cc(-c2nnc(SCc3cccc(C(=O)O)c3)o2)c1
    5.2 | 4.0%

Exported as labelled records: entries from further up.
Fc1ccccc1Nc1nc(NCc2ccco2)nc(N2CCOCC2)n1
  Mtb RmlCD inh: 11.5
  M. tuberculosis GlmU: -0.9%
COCCCNCCOc1ccccc1-c1ccccc1
  Mtb RmlCD inh: -6.8
  M. tuberculosis GlmU: -2.9%
O=C(c1ccc(Cn2c(=S)[nH]c3cc4c(cc3c2=O)OCO4)cc1)N1CCN(c2ccccc2)CC1
  Mtb RmlCD inh: 3.3
  M. tuberculosis GlmU: -3.4%
CC1CCCCN1C(=O)C(Cc1ccccc1)N1C(=O)C2CCCCC2C1=O (stereo not given)
  Mtb RmlCD inh: -8.5
  M. tuberculosis GlmU: 0.4%

Next entries follow:
SMILES | Mtb RmlCD inh | M. tuberculosis GlmU
O=C(NCC1c2ccccc2CCN1C(=O)CN1CCOCC1)C1CCCCC1 (stereo not given) | x | -6.6%
COc1cccc2c1OC1(C)CC2NC(=O)N1Cc1ccccc1 (stereo not given) | x | 0.3%
CN(C)CCNC(=O)Nc1ccc(Cl)c(Cl)c1 | 10.2 | -0.1%
Cn1cc(C(=O)NCC2COc3ccccc3O2)c(=O)c2cc(S(=O)(=O)N3CCCCC3)ccc21 (stereo not given) | x | 2.7%
CCOC(=O)c1ccc(NC(=S)N(CCCN2CCN(CC)CC2)Cc2cccs2)cc1 | -2.5 | -7.1%
COc1ccccc1C1(O)CCN(CC(=O)Nc2c(C)nn(C)c2C)CC1 | 7.8 | -6.2%
Cc1cc[n+]2cc(-c3cccc([N+](=O)[O-])c3)c(-c3cccc([N+](=O)[O-])c3)cc2c1 | -8.3 | -16.4%
Cn1cccc1C1NC(=O)c2c(sc3c2CCC(C(C)(C)C)C3)N1 (stereo not given) | 13.2 | -3.2%
CCc1nc(OCc2ccccc2)c2sc3nc4c(cc3c2n1)COC(C)(C)C4 | 2.5 | 5.2%
Cc1ccc(Cn2c(=N)n(CC(=O)c3ccc([N+](=O)[O-])cc3)c3ccccc32)cc1 | 21.2 | -13.5%
Cc1cc(C)c2nc(SCC(=O)N3CCCCC3)c(C#N)cc2c1 | x | -2.8%
COc1ccc(C(=O)Nc2nncs2)cc1S(=O)(=O)N1CC(c2ccccc2)CC1=O (stereo not given) | 9.4 | 1.1%
O=c1[nH]nc(-c2ccc(F)cc2)cc1Cc1ccc(F)cc1 | -8.0 | -4.5%
Cc1cc(C(F)(F)F)nn1Cc1n[nH]c(=S)n1-c1ccc(F)cc1 | -11.2 | -0.9%
Cc1cc(C)nc(N2C(=O)CC(Cc3ccccc3)C2=O)n1 (stereo not given) | -4.4 | 5.5%
O=C(CCN1CCCCC1)Nc1cccc(Cl)c1 | x | 0.3%
CCCOc1ccc(/C(O)=C2/C(=O)C(=O)N(CCCOC)C2c2ccncc2)cc1 (stereo not given) | 5.0 | -0.3%
O=Cc1cn(CCC(=O)O)nc1-c1cccc2ccccc12 | 5.4 | -9.1%
CC(C)c1ccc(CC(NC(=O)c2ccccc2)C(=O)NCC(=O)O)cc1 (stereo not given) | 36.1 | 2.0%
C/C(=N\NC(=O)CSCc1ccc([N+](=O)[O-])cc1)c1ccccc1O | 4.6 | -6.1%
COc1c(C(=O)Nc2c(C)n(C)n(-c3ccccc3)c2=O)ccc2ccccc12 | 6.0 | 1.1%
CCn1c(-c2sc(-c3ccccc3)nc2C)n[nH]c1=S | -0.2 | 3.4%
O=C(CSc1nnnn1C1CCCCC1)N1CCc2ccccc21 | 11.5 | 0.4%
COCCNC(=O)C(=O)Nc1cccc(Br)c1 | x | 0.2%
Cc1ccc(OCC(=O)NC(=S)Nc2cccc(NC(=O)c3ccccc3)c2)cc1 | x | 1.2%
CCc1nnc(NC(=O)c2ccc3c(c2)C(=O)N(CC(C)C)C3=O)s1 | -7.6 | -5.2%
CC(C)N(C(=S)Nc1cc(S(=O)(=O)N2CCOCC2)ccc1Cl)c1ccccc1 | -8.1 | -2.8%
CCn1c(SCC(=O)Nc2ccccc2)nnc1C1CCCCC1 | x | 6.8%
O=C(Nc1cccc(NC(=O)c2ccccc2[N+](=O)[O-])n1)c1ccccc1[N+](=O)[O-] | -1.9 | 2.1%
COc1ccc(NC(=O)c2ccc3ccccc3n2)cc1S(=O)(=O)Nc1ccccc1Cl | 13.0 | 2.7%
COC(=O)c1cc(-c2ccc(S(=O)(=O)N3CCCCC3)cc2)c(C(F)(F)F)s1 | x | 0.2%
COc1ccnc(Oc2ccccc2)c1-c1ncn[nH]1 | -11.3 | -1.4%
Cc1nnc(SCC(=O)Nc2cccc(C(F)(F)F)c2)[nH]c1=O | 7.2 | 0.7%
COc1ccc(Br)cc1C1NC(=O)NC(C)=C1C(=O)N(C)C (stereo not given) | 1.4 | -3.5%
COCCNC(=S)N1CCC(C(=O)c2ccc3c(c2)OCCO3)CC1 | -15.0 | -3.6%
Cc1cn(C2OC(COC(=O)c3ccccc3)C(O)C2Cl)c(=O)[nH]c1=O (stereo not given) | x | 2.0%
CN1C[C@H](CNC(=O)OCc2ccccc2)C[C@@H]2c3cccc4c3c(cn4C)C[C@H]21 | x | -9.8%
NC(=O)Nc1ccc(Nc2ccccc2)cc1 | 13.6 | -2.4%
CC(C)=C1Cc2ccccc2C1=O | x | -0.6%
CN(Cc1cccc(C(F)(F)F)c1)Cc1nc(-c2cnccn2)no1 | -16.2 | -3.2%
CCC1CCCCN1C(=O)c1cc(-c2ccc(Cl)c(Cl)c2)on1 (stereo not given) | x | 3.2%
COc1cccc(C2=NNC(=NCc3ccccc3)SC2)c1 | 5.8 | 3.6%
CCN(CC)C(=O)CSc1nnc(-c2cc(OC)cc(OC)c2)o1 | 2.4 | -7.0%
Nc1nc(-c2ccc(Cl)cc2)c(S(=O)(=O)c2ccccc2)s1 | 13.4 | -2.1%
COc1ccc(CCNC(=O)COc2ccc(S(=O)(=O)NC(C)C)cc2Cl)cc1OC | x | 0.3%
COC(=O)C1=C(C)NC(C)=C(C(=O)OC)C1/C=C/c1ccccc1 | -5.9 | 0.8%
COC(=O)C1=C(C)N2C(=O)CSC2=NC1c1ccc2c(c1)OCO2 (stereo not given) | x | 0.8%
Fc1ccccc1-c1ccc(/C=N/Nc2nc3ccccc3[nH]2)o1 | -12.9 | 9.6%
O=C(NCCCN1CCOCC1)c1cccnc1 | 15.9 | 3.3%
O=C(Nc1ccccc1)N(Cc1ccccc1)CC(O)C(F)(F)F (stereo not given) | 8.8 | 5.0%
CCCc1nnc2c(N(C)S(=O)(=O)c3ccccc3)nc3ccccc3n12 | -6.1 | 5.9%
CCn1nc(NC(=O)c2ccccn2)c2cc3cc(C)ccc3nc21 | -1.2 | -7.5%
Cc1ccc(OCC(=O)NNC(=O)C(=O)N2CCCC2)c(C)c1 | 3.2 | 0.1%
CCn1c(CNc2ccc(C)cc2C)nnc1SCC(=O)N1CCCc2ccccc21 | x | 0.8%
Cc1cc(C)c2nc(SCC(=O)NCCC3=CCCCC3)cc(C)c2c1 | 3.1 | -0.9%
O=S(=O)(c1ccc(Cl)cc1)c1cnc(-c2cccnc2)nc1-c1ccccc1 | x | 1.0%
O=C(CCCSc1nc2ccccc2[nH]1)NC1=NCCS1 | -11.1 | -5.1%
C/C(=N\NC(=S)Nc1ccccc1C)c1ccc(O)cc1 | 5.7 | 1.9%
COc1ccc(C(C)=O)cc1CSc1nnc(Nc2ccc(C)cc2C)s1 | 10.6 | -4.8%
C/C(N)=C(/C#N)C(=O)CSc1nc2ccccc2c(=O)n1CCCO | -5.5 | 3.9%

Following part:
SMILES | Mtb RmlCD inh | M. tuberculosis GlmU
COC(=O)c1ccccc1NC(=O)NC1CCCCC1 | 9.8 | -5.9%
Cc1ccc(-n2c(SCC(=O)Nc3ncc(Cl)cc3Cl)nc3ccccc32)cc1 | -1.7 | -6.0%
Cc1cc(C)c(C#N)c(SC(F)F)n1 | 52.5 | 10.6%
Cc1ccc(N(C)S(=O)(=O)c2cccc(C(=O)NC3=NCCS3)c2)cc1 | -11.4 | 2.5%
COC(=O)C(C(=O)Nc1nc2ccccc2s1)C1CCCC1 (stereo not given) | 5.8 | 5.8%
CCOc1ccccc1N1CCN(C(=O)c2cc3c(s2)CCC3)CC1 | 11.7 | 6.2%
O=C(OCCN1C(=O)c2ccccc2C1=O)c1cc(=O)[nH]c2ccccc12 | x | 8.6%
COc1cc(NS(=O)(=O)c2ccc(Br)s2)cc(OC)c1 | x | -1.7%
CC1(C)C(=O)C2(C(=O)NCc3ccccc3)CCC1C2 (stereo not given) | 9.7 | -1.2%
Cc1cc(NC(=O)CN2C(=O)S/C(=C\c3ccccc3)C2=O)no1 | 13.3 | -4.1%
COCCNC(=O)NC(=O)CN1CCN(C(c2ccccc2)c2ccccc2)CC1 | x | -5.9%
Cc1nc2ccccn2c1-c1nnco1 | -7.8 | -1.3%
CON(C)c1nc(OCCNC(=O)OCc2ccc(Cl)cc2C)nc(N(C)C)n1 | -14.9 | 5.6%
Cn1c(N)c(C(=O)COC(=O)c2ccc(S(=O)(=O)N3CCCCC3)cc2)c(=O)n(C)c1=O | 9.7 | 2.4%
N#Cc1c(Nc2ccccc2)c(C=NCCN2CCOCC2)c[nH]c1=O | 41.9 | 2.2%
CCOc1ccc(NC(=O)c2ccc(C#CC(C)(C)O)cc2)cc1 | -8.4 | -1.3%
Cc1ccccc1NC(=O)COC(=O)c1c[nH]c(=O)[nH]c1=O | 0.0 | -8.1%
CN1CCN(CP(=O)(N2CCOCC2)N2CCOCC2)CC1 | x | 1.7%
CCOC(=O)c1sc(=NC(=O)c2ccco2)n(C)c1C | 4.4 | x

High-throughput results: PubChem, several laboratories
